High-throughput results deposited in PubChem BioAssay by several laboratories.
UGM FP inh: inhibitors of M. tuberculosis UDP-galactopyranose mutase; P9WIQ1; purified UGM, fluorescence polarization probe displacement; inhibition, % at 10 µM; 320,000 compounds, 0.06% hits; in the data active = inhibition above about 10%, passing the limit was not always enough
Target sequence (P9WIQ1 whole entry, looked up): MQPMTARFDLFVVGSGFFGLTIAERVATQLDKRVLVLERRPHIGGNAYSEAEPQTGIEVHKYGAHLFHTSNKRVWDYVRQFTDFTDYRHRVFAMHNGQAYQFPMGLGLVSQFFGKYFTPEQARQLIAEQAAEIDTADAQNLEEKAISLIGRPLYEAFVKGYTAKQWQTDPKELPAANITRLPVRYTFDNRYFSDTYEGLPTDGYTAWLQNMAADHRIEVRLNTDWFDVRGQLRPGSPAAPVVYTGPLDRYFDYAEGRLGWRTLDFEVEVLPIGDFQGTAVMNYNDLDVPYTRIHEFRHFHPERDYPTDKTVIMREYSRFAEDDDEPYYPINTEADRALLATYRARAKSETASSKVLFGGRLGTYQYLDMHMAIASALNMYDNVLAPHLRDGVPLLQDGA
Vc quorum ag: quorum light induction in luxS cqsA deficient V. cholerae; V. cholerae BH1578 lux reporter, luminescence, 6 h; activation, % at 18.7 µM; 350,000 compounds, 0.16% hits; in the data active = activation mostly above about 9.7%, no sharp cut-off; also: not every result past the cut was called active; inactives centre near 0; reference of the scale not given here
3CLpro inhibitor: SARS-CoV 3CLpro protease inhibition | P0C6X7 | recombinant SARS-CoV 3CLpro, quenched FRET peptide cleavage | inhibition, % at 6 µM | 290,000 compounds, 0.14% hits; in the data active = inhibition above about 12%
DUSP3 inh: blocks human VHR1 dual specificity phosphatase. P51452. recombinant VHR phosphatase, pNPP absorbance. inhibition, % at 13.3 µM. 290,000 compounds, 0.52% hits; in the data active = inhibition above about 50%; also: some compounds called inactive have numbers as strong as hits
Target sequence (P51452 whole entry, looked up): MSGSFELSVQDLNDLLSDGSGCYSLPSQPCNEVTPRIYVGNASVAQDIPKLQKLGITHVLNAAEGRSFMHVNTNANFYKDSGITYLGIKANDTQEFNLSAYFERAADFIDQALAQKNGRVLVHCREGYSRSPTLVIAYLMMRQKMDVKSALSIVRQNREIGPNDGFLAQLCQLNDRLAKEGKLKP
SSB-PriA inh: inhibitors of Klebsiella pneumoniae PriA binding to SSB C-terminal tail; 430,000 compounds, 0.6% hits; AlphaScreen SSBct-PriA binding, biotinylated peptide; inhibition, % at 33 µM; AID 1272365; in the data active = inhibition mostly above about 37%, no sharp cut-off; inactive = mostly below about 20%;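 also: plate controls were negative control peptide for no effect and reference peptide for full effect; strong numbers were not always called active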
FBA Mtb inh: inhibits M. tuberculosis FBA enzyme; P9WQA3; purified M. tuberculosis FBA, fluorescence read-out; inhibition, % at 1 µM; 360,000 compounds, 2.3% hits; in the data active = inhibition above about 27%;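 also: 0% = vehicle and 100% = reference inhibitor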
BioA inh: blocks M. tuberculosis BioA enzyme activity; inhibition, % at 9.99 µM; 360,000 compounds, 0.096% hits; purified M. tuberculosis BioA enzyme, plate reader; in the data active = inhibition above about 40%
MazF activator: MazEF (E. coli) toxin RNase activation; FAM/BHQ RNA-DNA oligo cleavage fluorescence, 5 h; activation, % at 20 µM; P0AE70; 350,000 compounds, 0.32% hits; AID 504720; in the data active = activation above about 50%
GDH-TPI counter: counter-screen for M. tuberculosis FBA inhibitors: GDH-TPI coupled enzymes; GDH-TPI coupled enzyme counterscreen, NADH absorbance; inhibition, % at 4.8 µM; 360,000 compounds, 1.2% hits; in the data active = inhibition above about 30%;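 also: 0% = DMSO wells and 100% = wells lacking the enzyme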
Rv3671c inh: Rv3671c (M. tuberculosis) protease inhibition; P9WHR9; inhibition, % at 5.96 µM; 320,000 compounds, 0.048% hits; in the data active = inhibition above about 38%;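 also: extracellular domain of Rv3671c used as enzyme; 0% = enzyme with DMSO and 100% = no enzyme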
Target sequence (P9WHR9 whole entry, looked up, the tested form may be a part): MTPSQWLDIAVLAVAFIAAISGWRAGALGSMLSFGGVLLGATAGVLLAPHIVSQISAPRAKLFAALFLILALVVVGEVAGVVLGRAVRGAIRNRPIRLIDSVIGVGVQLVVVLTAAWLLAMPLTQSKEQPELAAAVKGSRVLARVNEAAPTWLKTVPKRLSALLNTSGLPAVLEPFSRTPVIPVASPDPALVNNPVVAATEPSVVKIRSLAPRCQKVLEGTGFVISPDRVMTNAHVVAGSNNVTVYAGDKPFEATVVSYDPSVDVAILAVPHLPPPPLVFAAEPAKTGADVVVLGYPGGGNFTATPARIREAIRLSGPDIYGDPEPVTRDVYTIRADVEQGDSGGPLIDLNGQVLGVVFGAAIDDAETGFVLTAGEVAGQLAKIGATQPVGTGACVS
* hit, by the source's call; i = inactive; . = not tested or not shown; & = joins results of further samples.

SMILES	UGM FP inh	Vc quorum ag	3CLpro inhibitor	DUSP3 inh	SSB-PriA inh	FBA Mtb inh	BioA inh	MazF activator	GDH-TPI counter	Rv3671c inh
Cc1cccc(NC(=O)Nc2cc(C)cc(C)n2)c1	-0.6	-0.3	4	-8	-1	3	-0.4	-2	-5	-2
CCOC(=O)C1CCCN(C(=O)c2ccc(CS(=O)(=O)c3ccc(C)cc3)o2)C1 (configuration not stated)	1.1	i	-5	-2	-3	3	0.1	-9	-6	0
Cc1cc(C)c2cc(C(=O)Nc3ccc(C)c(F)c3)[nH]c2c1	-3.2	0.6	2	13	0	2	-1.0	-2	9	.
O=C(CN1CCN(c2ccc(F)cc2)CC1)c1ccc2c(c1)OCO2	0.0	-0.5	1	8	-4	2	.	0	5	6
CCOc1ccc(/C(O)=C2/C(=O)C(=O)N(c3ncccn3)C2c2ccc(C)cc2)cc1 (configuration not stated)	-2.0	-0.6	9	-6	.	-3	-0.9	2	-4	3
O=C(CN1CCN(c2ccccn2)CC1)Nc1cccc(C(F)(F)F)c1	0.0	i	-4	2	-2	2	.	7	4	9
Cc1[nH]c(C(=O)O)c(C#N)c1C(=O)c1ccccc1	0.3	-0.4	-1	11	0	1	-0.3	-2	14	-6
CC(C)OC(=O)CSc1nnc(-c2ccccn2)n1-c1ccccc1	0.0	i	-1	29	9	-6	-1.9	-1	5	-2
O=C(c1cccs1)N1CCN=C1SCc1ccccc1	3.0	-1.4	2	6	-22	-2	0.1	-2	10	-4
CN(C)S(=O)(=O)c1cccc(NC(=O)CNC2CCCCC2)c1	0.7	i	0	36	-11	2	-0.8	10	9	3
O=C(COc1ccc(F)cc1)N(CC1=CCS(=O)(=O)C1)c1ccccc1	-0.8	.	2	0	-5	3	1.0	2	0	4
OCCC1CN(Cc2cccc3nccnc23)CCN1C1CCCC1 (configuration not stated)	-0.3	i	4	-1	-7	0	2.0	14	-2	4
CC(=O)Nc1ccc(S(=O)(=O)N(C)CC(=O)N/N=C/c2cccs2)cc1	1.1	-2.3	-4	12	.	-4	-0.1	2	4	-12
O=C(NCCc1ccccc1)C1Cc2c(-c3ccc4c(c3)OCO4)ccnc2O1 (configuration not stated)	.	-0.4	.	.	.	47*	2.0	.	-4	.
CN=C1S/C(=C\c2c(OC)cc(OC)cc2OC)C(=O)N1C	1.1	-0.5	4	48	3	-2	-3.4	12	9	3
O=C(NCc1cccs1)[C@@H]1CCCN1S(=O)(=O)c1ccccc1F	.	.	.	.	2	0	.	-4	5	.
Cc1cnc(NC(=O)[C@H](C)N2C(=O)C3CCCCC3C2=O)s1 (some centres not stated)	-0.1	0.0	-3	10	1	6	.	-10	4	7
COc1ccc(C(=O)NCC(=O)Nc2cccc(S(=O)(=O)N3CCCC3)c2)cc1	0.4	-1.4	.	.	2	0	-0.8	2	-2	-2
CCOC(=O)/C=C1\NC2(CCCCC2)Cc2cc(OC)c(OC)cc21	2.4	i	-3	.	.	3	.	8	-4	1
Cc1cccc(NC(=O)Cn2cnc3sc(C)c(S(=O)(=O)N4CCC(C)CC4)c3c2=O)n1	1.8	-3.1	-9	-18	-4	-6	-1.1	10	-6	2
CN(C1CCCCC1)S(=O)(=O)c1ccc(SCC(=O)NC(C)(C)C)nc1	2.6	2.5	.	.	-1	-1	.	-5	25	-1
CC(C)(C)CC(C)(C)NCC(O)COc1c(F)cc(Br)cc1F (configuration not stated)	0.6	i	-2	26	-5	-1	.	14	7	-2
Cc1nnc(-c2ccccc2)o1	-2.8	-0.1	-2	-24	-4	0	-0.4	7	10	-13
Cc1c(NC(=O)CSc2nnnn2Cc2ccccc2)c(=O)n(-c2ccccc2)n1C	3.1	-1.0	2	-8	-10	2	-1.1	0	3	-1
Cc1cccc(Nc2cc(C)nc3ccccc23)c1	-2.4	0.7	-5	29	-3	-2	4.9	12	25	5
Cc1cccc(C)c1OCC(O)CN (configuration not stated)	-2.1	1.0	-5	-6	-12	1	-3.4	-1	10	-10
COc1ccc(Nc2cc(C)c3cc([N+](=O)[O-])ccc3n2)cc1	2.4	-1.2	-1	.	-3	-3	-0.3	7	10	2
COc1ccc(S(N)(=O)=O)cc1C(N)=O	-4.9	0.8	-3	31	-3	0	0.0	-6	2	7
CCN(c1ccccc1)S(=O)(=O)c1ccc(OC)c(NC(=O)CNC)c1	4.6	-0.3	5	8	0	-1	3.0	11	3	-6
O=C(CN1C(=O)COc2ccccc21)N1CCC2(CC1)OCCO2	-0.1	i	3	2	3	0	-1.6	1	8	-6

Ordered by count of non-hydrogen atoms (highest first): part of the list above.
SMILES	UGM FP inh	Vc quorum ag	3CLpro inhibitor	DUSP3 inh	SSB-PriA inh	FBA Mtb inh	BioA inh	MazF activator	GDH-TPI counter	Rv3671c inh
Cc1cccc(NC(=O)Cn2cnc3sc(C)c(S(=O)(=O)N4CCC(C)CC4)c3c2=O)n1	1.8	-3.1	-9	-18	-4	-6	-1.1	10	-6	2
Cc1cnc(NC(=O)[C@H](C)N2C(=O)C3CCCCC3C2=O)s1 (some centres not stated)	-0.1	0.0	-3	10	1	6	.	-10	4	7
Cc1cccc(NC(=O)Nc2cc(C)cc(C)n2)c1	-0.6	-0.3	4	-8	-1	3	-0.4	-2	-5	-2

(cont.)
SMILES	UGM FP inh	Vc quorum ag	3CLpro inhibitor	DUSP3 inh	SSB-PriA inh	FBA Mtb inh	BioA inh	MazF activator	GDH-TPI counter	Rv3671c inh
COc1ccc(NC(=O)CCSc2ccc(F)cc2)cc1	0.8	-4.5	7	16	4	-3	0.6	17	-1	-11
CCOC(=O)c1c(C)n(CC(O)CN(CC)CC)c2cc(Br)c(OC)cc12 (configuration not stated)	1.3	-0.2	-1	19	-1	0	.	6	4	0
CCOc1ccc(-n2nc3ccc(N)cc3n2)cc1	1.1	-0.2	-4	7	3	74*	-0.4	15	16	.
Cc1ccccc1Nc1cc(C)c2c(O)cccc2n1	1.8	-0.2	-1	-11	8	0	-0.5	13	5	7
N/C(CSc1ccccn1)=N\OCc1c(Cl)cccc1Cl	-0.5	-1.2	2	-3	.	-1	-0.9	-1	2	-6
CCOC(=O)c1ccccc1NC(=O)COc1cc(=O)n(CC)c2ccccc12	2.2	-0.3	2	2	-19	0	0.2	7	4	-5
CC(=O)c1cc(-c2ccccc2)n(CCC(=O)NC2CCCCC2)c1C	0.8	-0.8	1	7	-13	-5	-0.4	-3	5	-1
COc1ccc(C(=O)Nn2c(SCC(=O)NC3CCCC3)nc3ccccc3c2=O)cc1	1.0	i	-4	-4	-12	2	0.9	2	1	-3
CC(C)(C)c1ccc(C(=O)Nc2nnc(Cc3c[nH]c4ccccc34)s2)cc1	-0.7	i	3	2	1	2	-0.1	2	7	4
CC(C)(C)C(=O)Nc1cc2c3c(c1)CC(=O)N3CCC2	-0.4	-0.3	-2	-4	-8	0	-0.3	1	-1	-21
CCOc1ccc(S(=O)(=O)NCCC(=O)NCC(c2ccc(F)cc2)N2CCOCC2)cc1 (configuration not stated)	0.3	i	.	.	0	1	-1.1	0	6	1
COc1ccc(OC)c(NC(=O)C(=O)c2cn(CC(=O)N3CCCC3)c3ccccc23)c1	-0.7	-0.2	6	19	3	1	-0.9	-5	29	-12
COC(=O)c1c(NC(=O)CN2C(=O)NC(CCc3ccccc3)C2=O)sc2c1CCCCC2 (configuration not stated)	1.2	-0.3	4	17	3	-1	-1.5	1	11	-6
CC(C)(c1ccccc1)c1ccc(OCC(O)CNC2CCN(Cc3ccccc3)CC2)cc1 (configuration not stated)	-2.1	-0.3	0	19	26	2	0.9	-20	-11	2
CCOC(=O)c1sc(NC(=O)c2ccco2)c(C#N)c1C	-1.9	-0.2	-2	-6	-2	0	-1.4	-1	24	-1
COc1ccc(C(=O)NNC(=O)OC(C)(C)C)cc1	-0.5	i	-1	25	-11	1	-3.5	5	2	-16
CCC(C)(C)NC(=O)/C=C/c1ccccc1[N+](=O)[O-]	-5.6	-0.9	-2	33	5	5	.	5	10	4
C[C@H](CO)N1C[C@H](C)[C@@H](CN(C)C(=O)NC2CCCCC2)Oc2ccc(NS(C)(=O)=O)cc2C1=O	-1.9	0.4	.	.	-2	1	2.9&-1.0	0	0	3
O=C(c1cccc(OC2CCN(C3CCCC3)CC2)c1)N1CCCCCCC1	-0.2	i	-4	7	-6	-2	.	0	-6	0
Cc1cc(C(=O)OCC(=O)Nc2cccc(S(=O)(=O)N(C)C)c2)c2ccccc2n1	1.3	-0.1	-1	20	-19	1	.	5	2	-2
Cc1cccc(C)c1NC(=S)NC(=O)c1ccccc1F	2.6	-0.4	2	8	-15	1	.	-1	10	-15
CCOc1ccccc1OCC(=O)Nc1c(C)n(C)n(-c2ccccc2)c1=O	0.1	i	.	.	-2	0	0.0	3	4	-3
Cc1cc(NC(=S)N(CCN2CCOCC2)Cc2ccccc2F)ccc1Cl	-2.6	i	1	27	0	-3	1.5	-22	-2	4
Cc1ccc(NC(=O)CN(C)C(C)C(=O)N2CC(C)CC(C)C2)cc1 (configuration not stated)	-2.2	-5.7	.	.	-9	1	1.1	4	0	-3
Cc1ccc(S(=O)(=O)N2CCC3(CC2)OCCO3)s1	-2.3	-0.5	-2	9	-5	-1	-1.9	-2	0	2
CC(=O)Nc1ccc(NC(=O)C(C)OC(=O)CC2CCCC2)cc1 (configuration not stated)	-1.0	i	.	.	-11	5	.	0	9	8

Structural class, the compounds so far with four or more nitrogen atoms
SMILES	UGM FP inh	Vc quorum ag	3CLpro inhibitor	DUSP3 inh	SSB-PriA inh	FBA Mtb inh	BioA inh	MazF activator	GDH-TPI counter	Rv3671c inh
O=C(CN1CCN(c2ccccn2)CC1)Nc1cccc(C(F)(F)F)c1	0.0	i	-4	2	-2	2	.	7	4	9
CC(C)OC(=O)CSc1nnc(-c2ccccn2)n1-c1ccccc1	0.0	i	-1	29	9	-6	-1.9	-1	5	-2
OCCC1CN(Cc2cccc3nccnc23)CCN1C1CCCC1 (configuration not stated)	-0.3	i	4	-1	-7	0	2.0	14	-2	4
CC(=O)Nc1ccc(S(=O)(=O)N(C)CC(=O)N/N=C/c2cccs2)cc1	1.1	-2.3	-4	12	.	-4	-0.1	2	4	-12
Cc1cccc(NC(=O)Cn2cnc3sc(C)c(S(=O)(=O)N4CCC(C)CC4)c3c2=O)n1	1.8	-3.1	-9	-18	-4	-6	-1.1	10	-6	2
Cc1c(NC(=O)CSc2nnnn2Cc2ccccc2)c(=O)n(-c2ccccc2)n1C	3.1	-1.0	2	-8	-10	2	-1.1	0	3	-1
CCOc1ccc(-n2nc3ccc(N)cc3n2)cc1	1.1	-0.2	-4	7	3	74*	-0.4	15	16	.
COc1ccc(C(=O)Nn2c(SCC(=O)NC3CCCC3)nc3ccccc3c2=O)cc1	1.0	i	-4	-4	-12	2	0.9	2	1	-3
CC(C)(C)c1ccc(C(=O)Nc2nnc(Cc3c[nH]c4ccccc34)s2)cc1	-0.7	i	3	2	1	2	-0.1	2	7	4
C[C@H](CO)N1C[C@H](C)[C@@H](CN(C)C(=O)NC2CCCCC2)Oc2ccc(NS(C)(=O)=O)cc2C1=O	-1.9	0.4	.	.	-2	1	2.9&-1.0	0	0	3

These rows are one share of the data (hit frequency here may not be typical).
